# Compound activity deposited in PubChem by National Center for Advancing Translational Sciences (NCATS).
# GLS inhibitor – qHTS for Inhibitors of Glutaminase (GLS). GLS enzymatic activity, qHTS titration. 410,000 compounds, 0.21% hits. Potency, µM (series often up to 45.5 µM), for the others: at the highest dose activity change, negative = inhibition, usual class: inhibitors; further: on the % scale 0 is the no-effect control and ±100 the full control effect
#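 Glutamate formation by hKGA was monitored fluorometrically using coupled glutamate oxidase, HRP and Amplex Red. Substrate was added as 1 mM L-glutamine solution; incubation was 30 min at RT after an initial read.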
# HP1b chromo inh – HTS for Inhibitors of HP1-beta Chromodomain Interactions with Methylated Histone Tails. Chromobox protein homolog 1 (Homo sapiens), P83916. AlphaScreen HP1-beta / biotin-H3K9me3 peptide binding. Potency, µM (titrated, usually from 114 µM), for the others: at the top dose activity change, negative = inhibition, actives largely listed as inhibitors. 390,000 compounds, 0.56% hits. AID 540317, 2011; further: nearly all actives have a fitted effect of over 70% in size; inactives centre near 23
# Target sequence (P83916 whole entry, looked up): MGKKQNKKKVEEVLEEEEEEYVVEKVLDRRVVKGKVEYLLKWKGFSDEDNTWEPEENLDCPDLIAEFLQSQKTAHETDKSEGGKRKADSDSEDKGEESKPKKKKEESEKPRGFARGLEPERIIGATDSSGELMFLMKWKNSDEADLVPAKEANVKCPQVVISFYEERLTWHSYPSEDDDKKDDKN
#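 AlphaScreen: HP1-beta (50 nM) preformed 30 min with biotin-H3(1-18)K9me3 peptide (50 nM) in PBS pH 7.4, 0.01% Tween-20. Compound added for 30 min at RT, then streptavidin donor/nickel chelate acceptor beads (10 ug/mL) for 30 min.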
# G9a block – qHTS Assay for Inhibitors of Histone Lysine Methyltransferase G9a | Histone-lysine N-methyltransferase EHMT2 (Homo sapiens), Q96KQ7 | G9a H3K9 monomethylation, AlphaScreen, 2 h | Potency, µM (doses to about 102 µM), for the others: at the highest dose activity, negative = inhibition, usual class: inhibitors | 350,000 compounds, 8.8% hits; further: on the % scale 0 is the no-effect control and ±100 the full control effect; nearly all actives have a fitted effect of over 75% in size
#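 Quantitative HTS format: methyltransferase activity on a biotin-tagged H3K9 peptide is measured by AlphaScreen, using a rabbit anti-monomethyl-H3K9 antibody with streptavidin donor and anti-IgG acceptor beads. Final levels are 20 nM enzyme, 500 nM peptide, 20 uM SAM; 2 h RT.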
# BLM inh – qHTS Assay for Inhibitors of Bloom's syndrome helicase (BLM). AID 2528, 2010. recombinant BLM DNA unwinding, fluorescence dequenching. RecQ-like DNA helicase BLM (Homo sapiens), P54132. 350,000 compounds, 0.2% hits. Potency, µM (top dose mostly 56.1 µM), for inactives: top-dose activity change, negative = inhibition, actives largely listed as inhibitors;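 further: plate controls were vehicle for no effect and no enzyme for full effect; nearly all actives have a fitted effect of over 35% in size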
# Pin1 inhibitor – qHTS Assay to Find Inhibitors of Pin1; 390,000 compounds, 0.009% hits; Potency, µM (top dose mostly 115 µM), without a hit: at the highest dose activity, negative = inhibition, most hits filed as inhibitors; Pin1 FP peptide displacement, HiFluor488, 10 min; AID 504891, 2011; Peptidyl-prolyl cis-trans isomerase NIMA-interacting 1 (Homo sapiens), Q13526; active means well fitted inhibition curve with a large enough effect in the polarisation, with a control signal flat, not every such curve was filed as active; inconclusive means small, poorly fitted or top-dose-only effect, or effect the other way, or a change in a side signal; inactive means no such curve, though single readings can be large or run the other way; the % refers to the polarisation; further: on the % scale 0 is the no-effect control and ±100 the full control effect
# Target sequence (Q13526 whole entry, looked up): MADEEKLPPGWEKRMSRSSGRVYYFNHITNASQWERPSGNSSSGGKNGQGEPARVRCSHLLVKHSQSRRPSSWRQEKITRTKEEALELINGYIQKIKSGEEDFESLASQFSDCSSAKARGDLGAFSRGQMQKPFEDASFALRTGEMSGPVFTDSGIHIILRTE
# JMJD2A Tudor inh – qHTS Assay for Inhibitors of JMJD2A-Tudor Domain; Potency, µM (top dose mostly 114 µM), inactives show at the top dose activity change, negative = inhibition, hits mostly inhibitors; 390,000 compounds, 4.4% hits; AlphaScreen JMJD2A-Tudor / H3K4me3 peptide binding; further: on the % scale 0 is the no-effect control and ±100 the full control effect; nearly all actives have a fitted effect of over 50% in size
# BAZ2B inh – qHTS Assay for Inhibitors of BAZ2B; Bromodomain adjacent to zinc finger domain protein 2B (Homo sapiens), Q9UIF8; AlphaScreen BAZ2B-H3K14Ac peptide displacement; Potency, µM (highest dose often 114 µM), without a hit: top-dose activity change, negative = inhibition, hits mostly inhibitors; 360,000 compounds, 4.4% hits; AID 504333, 2011; further: on the % scale 0 is the no-effect control and ±100 the full control effect; nearly all actives have a fitted effect of over 60% in size
#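 AlphaScreen luminescence quantifies BAZ2B engagement of H3K14Ac peptide; the protein and biotinylated peptide are both at 50 nM final, buffer PBS pH 7.4 with 0.01% Tween-20, all steps at room temperature.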
# Tb PGK inh – qHTS Assay to Find Inhibitors of Phosphoglycerate Kinase; AID 602233, 2012; PGK/GAPDH coupled, Kinase-Glo luminescence, 60 min; 380,000 compounds, 0.043% hits; Potency, µM (doses to about 57.5 µM), inactives show at the highest dose activity change, negative = inhibition, most hits filed as inhibitors; further: on the % scale 0 is the no-effect control and ±100 the full control effect; nearly all actives have a fitted effect of over 60% in size
#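 Recombinant glycosomal PGK reaction used 1,3-bisphosphoglycerate generated in-well by GAPDH (100nM final) in 100mM TEA pH 7.6, 5mM MgCl2, 0.01% Tween-20. After 60 minutes at room temperature, ATP was read by Kinase-Glo Plus luminescence end-point.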
# Pol iota inh – qHTS for Inhibitors of Polymerase Iota; DNA polymerase iota (Homo sapiens), Q9UNA4; Pol iota fluorescent replication assay, 10 min; Potency, µM (doses to about 115 µM), for the others: top-dose activity, negative = inhibition, hits mostly inhibitors; 390,000 compounds, 1% hits; AID 588590, 2011
# Target sequence (Q9UNA4 whole entry, looked up): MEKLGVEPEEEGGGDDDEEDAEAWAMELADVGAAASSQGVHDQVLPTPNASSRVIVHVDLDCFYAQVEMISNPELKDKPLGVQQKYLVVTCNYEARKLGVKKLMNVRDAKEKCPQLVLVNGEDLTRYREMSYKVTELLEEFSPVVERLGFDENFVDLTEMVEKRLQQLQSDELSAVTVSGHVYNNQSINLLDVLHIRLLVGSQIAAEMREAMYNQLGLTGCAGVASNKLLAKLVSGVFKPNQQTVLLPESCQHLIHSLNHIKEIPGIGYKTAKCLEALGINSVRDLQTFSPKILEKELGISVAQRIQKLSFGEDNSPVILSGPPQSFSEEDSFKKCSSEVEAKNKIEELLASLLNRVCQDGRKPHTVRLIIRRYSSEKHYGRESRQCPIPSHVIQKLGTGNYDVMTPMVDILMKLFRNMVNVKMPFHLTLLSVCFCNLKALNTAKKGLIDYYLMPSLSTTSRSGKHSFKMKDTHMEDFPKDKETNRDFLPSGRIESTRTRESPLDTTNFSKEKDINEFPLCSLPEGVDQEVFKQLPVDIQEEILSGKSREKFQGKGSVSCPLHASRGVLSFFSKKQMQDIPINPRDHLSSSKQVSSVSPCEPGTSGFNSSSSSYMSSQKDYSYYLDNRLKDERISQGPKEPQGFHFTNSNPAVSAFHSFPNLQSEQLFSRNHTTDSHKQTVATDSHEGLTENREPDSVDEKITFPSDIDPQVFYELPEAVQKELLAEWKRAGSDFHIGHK
#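 Pol iota at 10 nM preincubated 15 min with compounds at room temperature; reaction started with fluorescent substrate, 50 nM final. Fluorescence read kinetically at 0 and 10 min; buffer-only wells as negative control.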
# The depositor's hits bear a star; i = inactive; ? = inconclusive; · = not tested or not shown; [ ] = remark or other dose. Unless noted, the call rests on the fitted dose curve; in most records, active means well fitted curve in the direction sought with a large enough effect; inconclusive means small, poorly fitted or top-dose-only effect, or another doubt; inactive means no such curve, though single readings can be large; an effect the other way counts as inactive or inconclusive. Potency means the concentration at half of the fitted maximal effect. Only part of the results is shown; the hit share may differ from the screen's.
SMILES,GLS inhibitor,HP1b chromo inh,G9a block,BLM inh,Pin1 inhibitor,JMJD2A Tudor inh,BAZ2B inh,Tb PGK inh,Pol iota inh
Cc1ccc(C)n1NC(=O)c1ccc(Cl)cc1,27%,24%,-30%[59 µM],-6%,6%,-7%,-2%,8%,14%
COC(=O)C[C@H]1c2cc(F)ccc2S(=O)(=O)N1Cc1ccccc1OC,0%,30%,·,·,1%,-14%,·,1%,?
COc1ccc(C(=O)CC(=O)c2ccccc2O)cc1OC,-10%,18%,-2%,-7%,-3%,-27%,-32%,3%,10%
COc1cc(/C=N/NC(=O)c2ccccc2O)ccc1OCC(=O)Nc1ccccc1,-1%,58%[activator],-5%[59 µM],?,?,-24%,79µM*,1%,28µM*
Cc1ccc(-c2cc(C(F)F)n3ncc(C(=O)NN4CCCCC4)c3n2)cc1,?,11%,15%[59 µM],-2%,-3%,-10%,-17%,-4%,7%
Cc1ccccc1Cn1c2ccccc2c2cnn(CC(=O)NCCc3ccc(Cl)cc3)c(=O)c21,0%,22%,-3%[59 µM],0%,10%,-5%,-2%,-1%,-5%
Cc1onc(-c2ccccc2Cl)c1C(=O)Nc1ccc(F)c(F)c1,·,14%,-11%[59 µM],-7%,0%,3%,9%,-6%,35%[activator]
CN(c1ccccc1)S(=O)(=O)c1ccc(C(=O)NNC(=O)c2ccccc2)cc1,-1%,37%[activator],4%[59 µM],·,1%,2%,6%,i,-14%
CC1CC(C)CN(CCOc2cccc(Cl)c2Cl)C1 (configuration not stated),18%,?,13µM*,-2%,-7%,79µM*,?,5%,17%
CN(Cc1cccnc1)C(=O)CNC(=O)COc1ccccc1,12%,-5%,24%,-3%,-4%,-11%,-1%,-5%,22%
COc1cccc(/C=N/NC(=O)CSCC(=O)Nc2ccccc2)c1O,0%,35%,25%,2%,-6%,-17%,6%,-2%,6%
Cc1ccccc1OC1CCN(C(=O)C2CCC(=O)N(C3CCCC3)C2)CC1 (configuration not stated),15%,22%,39%[activator],1%,2%,-16%,10%,-9%,-23%
COc1cc(/C=C/c2cc(C(F)(F)F)[nH]c(=O)n2)cc(OC)c1OC,-5%,39%[57 µM],3%,-2%,7%,-2%,-19%,-9%,?
CC(C)Oc1ccccc1/C=N/Nc1ccccc1[N+](=O)[O-],9%,?,3.5µM*,-4%,-2%,14µM*,5.6µM*,-3%,-2%
CCCn1c(N)c(C(=O)CSc2nnc(-c3cccnc3)n2-c2ccc(C)cc2C)c(=O)[nH]c1=O,4%,21%,?,0%,15%,-8%,1%,-1%,31%[activator]
O=C(Cc1cccc(NC(=O)C2CCCN(C(=O)CCc3ccccc3)C2)c1)Nc1cccc(C(=O)N2CCCC2)c1 (configuration not stated),-1%,12%,-18%[2.33 µM],·,1%,-18%,-6%,0%,13%
CC(NC(=O)COC(=O)C1=NN(c2ccccc2)C(=O)CC1)c1ccccc1 (configuration not stated),-5%,36%,?,·,1%,2%,-4%,-4%,33%[activator]
Cc1ccc(-n2c(SCC3CCCCO3)nnc2-c2ccco2)cc1 (configuration not stated),1%,-2%,?,-3%,7%,-18%,-4%,1%,6%
Cc1ccc(SCC(=O)Nc2ccc(S(N)(=O)=O)cc2)cc1,-16%,21%,?,-3%,-8%,-6%,·,0%,92%[activator]
CCN(CC)CCC#CC1(O)c2ccccc2-c2ccccc21,5%,25%,-4%,1%,-3%,-7%,?,-1%,72%[activator]
COc1ccccc1N1CCN(c2ncnc3c2oc2ccccc23)CC1,19%,17%,14%,0%,?,-25%,-33%,1%,7%
CC(=O)N1CCC(N(C(=O)Nc2ccc(F)cc2)C2CCCC2)CC1,-2%,31%,-1%,-3%,-14%,-18%,-2%,-15%,-25%
CCOc1ccccc1N(CC)C(=O)c1cc2c(=O)[nH]c3ccc(C)cc3c2s1,5%,26%,22%[59 µM],-4%,-11%,3%,-19%,-9%,15%
Cc1ccc(S(=O)(=O)N2CCCCC2)cc1NC(=O)COC(=O)c1ccccc1F,-5%,30%,-35%,-2%,5%,-11%,6%,-10%,11%
Cc1noc(C)c1COC(=O)CNC(=O)c1cccc(F)c1,2%,27%,8%,3%,-3%,-12%,·,-7%,103%[activator]
O=c1ccc2c([nH]1)CCCCCCCCCC2,3%,2%,-9%,0%,0%,-11%,-30%,3%,111%[activator]
O=C(O)[C@@H]1CCCN1C(=O)c1ccccc1N1C(=O)[C@@H]2Cc3c([nH]c4ccccc34)C(c3cccc(Cl)c3)N2C1=O (some centres not stated),34%[activator],15%,20%[12.7 µM],-1%,-2%,-26%,-8%,0%,2%
O=C1Nc2ccc(Br)cc2C12OCCO2,13%,8%,·,·,-8%,-25%,·,0%,39%[activator]
O=C(Nc1ccc(Cl)cc1)Nc1nc(-c2ccccc2O)cs1,4%,28%,-16%[12.7 µM],1%,21%,-5%,?,5%,-1%
O=C(NCCC1=CCCCC1)C1CCN(S(=O)(=O)c2cccc(C(F)(F)F)c2)CC1,1%,28%,-1%[12.7 µM],·,6%,-12%,-6%,-6%,60%[activator]
N#Cc1c(-c2ccncc2)c2c([nH]c1=S)CCCC2,-9%,-30%,2.2µM*,0%,-2%,2.2µM*,?,-4%,-1%
O=C(CCc1nnc2ccc(NCc3ccccc3Cl)nn12)NCC1CCN(C2CCCC2)C1 (configuration not stated),?,17%,?,-7%,1%,?,-29%,i,?
CC(C)[C@H](NC(=O)c1ccccc1)C(=O)OCC(=O)NCC1CCCO1 (some centres not stated),2%,34%,·,·,-5%,-13%,·,-2%,1%
O=[N+]([O-])c1ccccc1-c1ccc(C(=S)N2CCN(c3ccccc3)CC2)o1,5%,?,·,-9%,-4%,22µM*,8.9µM*,5%,58%[activator]
CC(=O)c1ccc(C)cc1OC(=O)c1cccc(F)c1,-1%,40%[activator],8%,-1%,0%,26%,21%,5%,14%
CCCN(CCC)C(=O)Cn1c(=O)n(-c2ccc(C)cc2)c(=O)c2ccc(C(=O)NCc3ccccc3Cl)cc21,4%,38%,10%[59 µM],1%,-2%,-1%,·,2%,-3%
O=C(CN(c1ccccc1)S(=O)(=O)c1ccc(Cl)cc1)Nc1ccccc1C(=O)N1CCCC1,-3%,6%,-30%,-3%,0%,-11%,-28%,2%,9%
O=C(CN1C(=O)CCc2cc(Br)ccc21)Nc1ccc(OC(F)(F)F)cc1,-11%,14%[57 µM],7%[59 µM],-1%,-6%,-10%,-13%,i,-19%
Cc1cc(C(=O)NNC(=O)/C=C/c2ccco2)c(C)o1,10µM*,?,22µM*,·,?,45µM*,?,?,3.2µM*
CC(C)NC(=S)N/N=C1\CCCCC1C1CCCCC1 (configuration not stated),1%,-45%,22µM*,-8%,-6%,?,?,-1%,?

# Gathered by group: those above with a furan ring, fused or not
SMILES,GLS inhibitor,HP1b chromo inh,G9a block,BLM inh,Pin1 inhibitor,JMJD2A Tudor inh,BAZ2B inh,Tb PGK inh,Pol iota inh
Cc1ccc(-n2c(SCC3CCCCO3)nnc2-c2ccco2)cc1 (configuration not stated),1%,-2%,?,-3%,7%,-18%,-4%,1%,6%
COc1ccccc1N1CCN(c2ncnc3c2oc2ccccc23)CC1,19%,17%,14%,0%,?,-25%,-33%,1%,7%
O=[N+]([O-])c1ccccc1-c1ccc(C(=S)N2CCN(c3ccccc3)CC2)o1,5%,?,·,-9%,-4%,22µM*,8.9µM*,5%,58%[activator]
Cc1cc(C(=O)NNC(=O)/C=C/c2ccco2)c(C)o1,10µM*,?,22µM*,·,?,45µM*,?,?,3.2µM*

# The list continues:
SMILES,GLS inhibitor,HP1b chromo inh,G9a block,BLM inh,Pin1 inhibitor,JMJD2A Tudor inh,BAZ2B inh,Tb PGK inh,Pol iota inh
Cc1cc(C(=O)C(C)OC(=O)c2ccc(NC(=O)CC#N)cc2)c(C)n1-c1ccccc1 (configuration not stated),2%,41%,12%[2.33 µM],·,?,?,?,-4%,11%
COC(=O)c1ccccc1NC(=O)C1CC(=O)N(c2ccc(C)cc2)C1 (configuration not stated),-4%,10%,-10%[59 µM],-1%,2%,-8%,-1%,-3%,120%[activator]
CCOC(=O)C1CCN(C(=O)CN(c2ccc(Cl)c(C(F)(F)F)c2)S(C)(=O)=O)CC1,2%,12%,-6%[59 µM],-5%,-5%,?,-2%,-10%,6%
CCOc1ccc(NC(=O)COC(=O)c2n[nH]c3ccccc23)cc1,-7%,18%[57 µM],·,·,10%,-8%,·,-1%,22%
CC1CCCN(Cc2cccc(Oc3ccccc3)c2)C1 (configuration not stated),29%,27%,6%[59 µM],1%,0%,-9%,5%,-8%,13%
CCOc1ccc(CNC(=O)C2CCN(C(=O)c3ccc(-n4ccc5ccccc54)s3)CC2)cc1,0%,32%,-2%[59 µM],-4%,20%,-9%,-4%,5%,89µM*
O=C(CCCc1ccccc1)NCc1ccc2c(c1)OCO2,-6%,59%[activator],-6%,-5%,-8%,0%,3%,-1%,35%[activator]
O=C(NCCCCc1ccccc1)c1nn(-c2ccccc2F)nc1CO,-3%,53%[activator],1%[59 µM],-4%,?,8%,6%,-2%,-17%
CCO[C@@H]1OC(C(N)=O)=C[C@H](c2ccccc2)[C@H]1CCCO,-9%,32%,-13%[59 µM],-1%,-3%,-1%,2%,-5%,-4%
CCN(CC)C(=O)[C@H]1C[C@H](CC(=O)NCc2ccc(OC)c(OC)c2)C(=O)N2CCc3c([nH]c4ccc(Cl)cc34)[C@]12C,2%,-3%,·,·,5%,?,·,-3%,-26%
